Mtb FBA inh – inhibitors of M. tuberculosis fructose-bisphosphate aldolase | purified M. tuberculosis FBA, fluorescence read-out | P9WQA3 | AID 588726 | 360,000 compounds, 2.3% hits | inhibition, % at 1 µM; in the data active = inhibition above about 27%;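 note: 0% = vehicle and 100% = reference inhibitor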
VHR inh abs – inhibitors of human VHR1 phosphatase (DUSP3); P51452; recombinant VHR phosphatase, pNPP absorbance; inhibition, % at 13.3 µM; 290,000 compounds, 0.52% hits; AID 1654; in the data active = inhibition above about 50%; note: some compounds called inactive have numbers as strong as hits
Target sequence (P51452 whole entry, looked up): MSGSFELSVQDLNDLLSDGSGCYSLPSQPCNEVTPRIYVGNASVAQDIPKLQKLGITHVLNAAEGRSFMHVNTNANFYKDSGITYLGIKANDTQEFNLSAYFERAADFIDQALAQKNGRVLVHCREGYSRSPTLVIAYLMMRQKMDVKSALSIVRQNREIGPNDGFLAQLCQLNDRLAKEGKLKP
FadD28 binding – M. tuberculosis FadD28 bisubstrate binding inhibition; 360,000 compounds, 0.22% hits; FadD28 bisubstrate probe binding, fluorescence polarization; inhibition, % at 12.5 µM; AID 588549; in the data active = inhibition above about 8.5%, passing the limit was not always enough; inconclusive = no clear call, values can overlap the other calls
BoNT F protease – blocks Botulinum neurotoxin F light chain protease | Multiplex microsphere protease cleavage assay, flow cytometry | inhibition, % at 10 µM | 360,000 compounds, 0.22% hits | AID 588497; in the data active = inhibition above about 35%, passing the limit was not always enough; inconclusive = no clear call, values can overlap the other calls; note: plate controls were buffer without enzyme for full effect and enzyme alone for no effect
Rv3671c protease – inhibitors of M. tuberculosis serine protease Rv3671c | AID 2606 | inhibition, % at 5.96 µM | P9WHR9 | 320,000 compounds, 0.048% hits; in the data active = inhibition above about 38%;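 note: extracellular domain of Rv3671c used as enzyme; 0% = enzyme with DMSO and 100% = no enzyme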
Target sequence (P9WHR9 whole entry, looked up, the tested form may be a part): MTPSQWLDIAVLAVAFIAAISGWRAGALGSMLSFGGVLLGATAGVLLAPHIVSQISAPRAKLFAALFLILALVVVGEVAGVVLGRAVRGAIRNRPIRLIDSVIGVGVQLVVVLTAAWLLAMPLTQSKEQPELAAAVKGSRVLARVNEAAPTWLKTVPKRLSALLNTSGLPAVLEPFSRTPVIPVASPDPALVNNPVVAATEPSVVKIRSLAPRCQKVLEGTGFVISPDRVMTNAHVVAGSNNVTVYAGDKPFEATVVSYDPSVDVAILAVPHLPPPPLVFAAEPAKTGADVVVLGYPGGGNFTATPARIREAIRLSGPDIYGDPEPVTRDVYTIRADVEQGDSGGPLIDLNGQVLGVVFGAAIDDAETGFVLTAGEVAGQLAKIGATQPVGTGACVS
GDH-TPI counter – counter-screen for M. tuberculosis FBA inhibitors: GDH-TPI coupled enzymes. inhibition, % at 4.8 µM. 360,000 compounds, 1.2% hits. GDH-TPI coupled enzyme counterscreen, NADH absorbance;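 note: 0% = DMSO wells and 100% = wells lacking the enzyme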
Mtb BioA inh – BioA (M. tuberculosis) enzyme inhibition; purified M. tuberculosis BioA enzyme, plate reader; inhibition, % at 9.99 µM; 360,000 compounds, 0.096% hits; in the data active = inhibition above about 40%; inconclusive = no clear call, values can overlap the other calls
MazF activator – activators of E. coli MazEF toxin-antitoxin RNase; P0AE70; FAM/BHQ RNA-DNA oligo cleavage fluorescence, 5 h; activation, % at 20 µM; 350,000 compounds, 0.32% hits; in the data active = activation above about 50%
Target sequence (P0AE70 whole entry, looked up): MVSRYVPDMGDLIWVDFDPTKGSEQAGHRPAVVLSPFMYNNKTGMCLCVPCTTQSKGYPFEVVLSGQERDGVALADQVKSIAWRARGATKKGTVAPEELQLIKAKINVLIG
Mtb UGM inh – blocks M. tuberculosis UGM enzyme. AID 504406. purified UGM, fluorescence polarization probe displacement. 320,000 compounds, 0.06% hits. inhibition, % at 10 µM; in the data active = inhibition above about 10%, passing the limit was not always enough; inconclusive = no clear call, values can overlap the other calls
CCHF vOTU inh – blocks the CCHF virus ovarian tumor domain protease; CCHFV vOTU protease, Pep-AMC fluorescence; inhibition, % at 11.5 µM; 370,000 compounds, 0.55% hits; AID 651958; note: 0% = vehicle wells with enzyme and 100% = no enzyme wells
Active calls of the source: *; u = inconclusive; x = not tested or not shown; + = active, no number; & = joins results of further samples. Cut-off read from the data, not from the text of the source, unless noted: active = inhibition above about 30%; inactive = the rest. Outcome played no part in choosing rows. About 4.9% of those tested had a hit in this group.

SMILES	Mtb FBA inh	VHR inh abs	FadD28 binding	BoNT F protease	Rv3671c protease	GDH-TPI counter	Mtb BioA inh	MazF activator	Mtb UGM inh	CCHF vOTU inh
O=C(Nc1nnc(-c2ccco2)o1)c1cccc(N2C(=O)CCC2=O)c1	-2	4	-4.1	-3	-5	22	2.6	1	2.7	-11
O=C1C2CC=C(Cl)CC2C(=O)N1CCC[n+]1cccc2ccccc21 (configuration not stated)	8	17	0.9	4	-2	4	x	-6	x	-2
[O-][N+]12CCCCC1CCCC2CO (configuration not stated)	0	12	-3.5	-4	2	-10	x	2	-1.8	12
CC(=O)c1cccc(NC(=O)COC(=O)C2CCCN2C(=O)c2cccs2)c1 (configuration not stated)	1	x	-2.7	5	7	8	0.2	2	-0.1	-12
CSc1ccc(COC(=O)CCS(=O)(=O)c2ccc(C)cc2)cc1	2	x	0.2	12	-8	8	-4.3	0	-0.7	11
COc1ccc(N2CCN(C(=O)CCS(=O)(=O)c3ccc4c(c3)CCN4C(=O)C3CC3)CC2)cc1	0	22	-1.6	-2	-2	-1	-1.4	-17	-0.7	-6
Cc1ccc(S(=O)(=O)N(c2cccc(C)c2)C2CCS(=O)(=O)C2)cc1 (configuration not stated)	1	6	-1.1	1	4	-12	0.9	1	0.0	4
CCOc1ccc(CCNC(=O)COC(=O)COc2ccc(C#N)cc2)cc1OCC	6	x	0.2	x	0	-3	-1.7	9	3.9	-3
O=[N+]([O-])c1cc(S(=O)(=O)N2CCCC2)ccc1N/N=C/c1ccncc1	0	-2	-3.8	-1	-4	12	0.4	5	2.0	6
CC(=O)N1c2ccccc2C2CCCC[C@H]21 (some centres not stated)	2	x	0.2	-9	-5	-6	0.9	5	-0.2	-8
CCC(=O)NCCCc1nc(-c2ccccc2)no1	2	x	-0.3	5	1	-10	-0.8	-3	1.2	-2
CC(C)N(C(=O)[C@H]1C[C@H](CC(=O)NCCC2=CCCCC2)C(=O)N2CCc3c([nH]c4cc(CCC(=O)N(C)C)ccc34)[C@]12C)C(C)C	-1	x	-2.9	-1	x	-2	4.3	5	x	9
Cc1ccccc1NC1=NC(C)(C)N=C(N)N1	1	-15	-3.6	-4	-9	-4	-0.5	-6	-1.0	-11
CC1(C)CC(=O)C(C=Nc2ccc(O)cc2)=C(O)C1	-3	32	-2.6	-4	-1	14	-1.8	1	1.0	21
O=C1CCCC2=C1C(c1ccc(O)c(O)c1)Nc1ccc3ncccc3c12 (configuration not stated)	0	15	1.4	-3	1	1	-1.3	3	-0.7	20
O=C(/C=C/c1ccccc1)N1CCC(N2CCC(C(=O)N3CCOCC3)CC2)CC1	-2	26	-0.7	0	4	-5	0.4	-11	2.4	4
CCOC(=O)c1ccc(N/C(=N\S(=O)(=O)c2ccccc2C)c2ccccc2)cc1	-2	31	-4.6	-3	-14	17	4.4	-12	-1.3	-4
Cc1ccc(S(=O)(=O)Nc2ccc3c(c2)C(=O)N([C@H](C)CO)C[C@H](C)[C@@H](CN(C)Cc2ccccc2)O3)cc1	2	x	-4.7	1	0	-3	-2.8&1.0	0	0.0	1
C=CCn1c(O)c(C(C)=NCCCn2ccnc2)c(=O)[nH]c1=O	1	25	-2.4	u	1	-9	x	5	1.0	-10
COc1ccc(-c2nc(CCl)cs2)cc1OC	72*	13	0.6	-2	-5	6	0.8	-5	-2.1	-8
O=C(NC1CCCCCC1)c1c(F)c(F)c(F)c(F)c1F	5	38	-0.1	-12	-6	7	-0.1	1	0.0	13
C/C(=N\O)c1cc(Cl)cc(Cl)c1O	3	36	-0.6	u	23	7	x	-8	-0.5	-9
Cc1cccc(C)c1NC(=O)C(NC(=O)c1ccccn1)c1ccc([N+](=O)[O-])cc1 (configuration not stated)	4	16	-1.5	-49	13	-1	3.3	-21	-6.3	-3
Nn1cnc2c(c1=O)C1(CCCCC1)Cc1ccccc1-2	2	-4	-2.7	0	2	9	x	-4	-2.4	-3
Nc1ccc(-c2nc3c(Cl)c(N)ccc3[nH]2)cc1	+	0	11*	-60	-5	38*	-6.8	12	0.8	-286
COc1cccc(NC(=O)Cc2cn(C)c3ccccc23)c1	3	11	-1.5	-12	3	2	1.4	3	2.1	1
CC1CCCCN1S(=O)(=O)c1ccc2[nH]c(=O)cc(C(=O)NCCCN3CCCCCC3)c2c1 (configuration not stated)	-1	5	-1.7	8	-3	9	-2.3	11	-3.3	8
CN(C)c1ccc(-c2nnc(-c3cccnc3)o2)cc1	14	26	1.2	6	x	30	17	1	-1.0	-10
O=C(CN1CCN(c2ccccc2)CC1)Nc1ccncc1	0	-2	-1.3	-2	-3	3	1.5	6	0.6	-2
COc1cc(NC(=O)COC(=O)CCCC2=NS(=O)(=O)c3ccccc3N2)cc(OC)c1	1	23	-7.1	-6	-1	-1	3.0	4	-1.1	-13
COc1ccc(-c2noc(CSc3nc(N)c(-c4ccccc4)c(=O)[nH]3)n2)cc1	0	-1	-4.0	-2	0	9	-1.0	10	-1.8	-5
Cc1cc(F)ccc1S(=O)(=O)Nc1ccccc1C(=O)NCc1ccccn1	14	18	-0.6	0	3	4	x	-17	-0.2	-13
Cn1c(SCC(=O)NC2CCCCC2)nnc1-c1cccc(N)c1	-1	-22	-4.0	-5	-2	-8	1.1	8	0.4	3
Cc1ccc(SCCN2CCC(NC(=O)OCc3ccccc3)CCC2=O)cc1 (configuration not stated)	3	24	-2.8	-4	-1	13	0.8	3	2.2	11
O=C(NC1CCCC1)C1CCN(S(=O)(=O)N2CCCCC2)CC1	1	26	0.2	-7	2	14	-1.4	12	-0.7	-5
CN1CCN(c2ccc([N+](=O)[O-])cc2C(=O)c2ccccc2)CC1	-9	7	-3.5	-1	5	9	0.2	-6	2.0	2

7 structures from above, ordered by molecular weight, falling:
SMILES	Mtb FBA inh	VHR inh abs	FadD28 binding	BoNT F protease	Rv3671c protease	GDH-TPI counter	Mtb BioA inh	MazF activator	Mtb UGM inh	CCHF vOTU inh
Cc1ccc(S(=O)(=O)Nc2ccc3c(c2)C(=O)N([C@H](C)CO)C[C@H](C)[C@@H](CN(C)Cc2ccccc2)O3)cc1	2	x	-4.7	1	0	-3	-2.8&1.0	0	0.0	1
CC1CCCCN1S(=O)(=O)c1ccc2[nH]c(=O)cc(C(=O)NCCCN3CCCCCC3)c2c1 (configuration not stated)	-1	5	-1.7	8	-3	9	-2.3	11	-3.3	8
Cc1cccc(C)c1NC(=O)C(NC(=O)c1ccccn1)c1ccc([N+](=O)[O-])cc1 (configuration not stated)	4	16	-1.5	-49	13	-1	3.3	-21	-6.3	-3
Cn1c(SCC(=O)NC2CCCCC2)nnc1-c1cccc(N)c1	-1	-22	-4.0	-5	-2	-8	1.1	8	0.4	3
O=C(CN1CCN(c2ccccc2)CC1)Nc1ccncc1	0	-2	-1.3	-2	-3	3	1.5	6	0.6	-2
COc1ccc(-c2nc(CCl)cs2)cc1OC	72*	13	0.6	-2	-5	6	0.8	-5	-2.1	-8
C/C(=N\O)c1cc(Cl)cc(Cl)c1O	3	36	-0.6	u	23	7	x	-8	-0.5	-9

The list continues:
SMILES	Mtb FBA inh	VHR inh abs	FadD28 binding	BoNT F protease	Rv3671c protease	GDH-TPI counter	Mtb BioA inh	MazF activator	Mtb UGM inh	CCHF vOTU inh
Cc1ccnc(NC(=O)c2cccc(S(=O)(=O)N3CCN(c4ccc(F)cc4)CC3)c2)c1	1	x	0.6	4	-7	0	-1.4	-5	x	6
Cc1c(Br)cc(C(=O)N2CCCCCC2)c(C)c1C	0	-7	-0.9	2	-3	-5	2.4	3	2.3	15
N#Cc1ccc(C(=O)Nc2cc(S(=O)(=O)N3CCOCC3)ccc2N2CCOCC2)cc1	1	x	-0.7	9	x	-7	-2.0	-7	x	1
CCOC(=O)C1CCN(C(=O)c2[nH]c3ccc(OC)cc3c2C)CC1	7	6	-1.8	u	-2	14	x	3	2.3	-5
CC(=O)c1ccc(N(CC(=O)NC2CCCC2)C(=O)CNC(=O)c2ccco2)cc1	2	10	x	0	-2	12	0.2	2	1.8	-3
CCN1CCc2c(C#N)c(N3CCOCC3)nc(NCc3ccccc3)c2C1	2	12	-3.1	-6	x	-2	2.0	7	x	3
CCCCCCCSc1ncnc2[nH]ncc12	0	x	-2.2	1	x	1	1.4	-6	x	15
CCOc1ccc(C2/C(=C(\O)c3ccc4c(c3)OCCO4)C(=O)C(=O)N2CCCn2ccnc2)cc1OC (configuration not stated)	1	21	-0.4	1	1	8	-1.2	13	-0.5	3
CC1=C(C(=O)OCC(Br)(Br)Br)C(c2cccc([N+](=O)[O-])c2)NC(=O)N1CCCC(=O)O (configuration not stated)	3	x	-3.8	1	-1	-2	9.3	4	2.5	-2
Cc1[nH]c2ccc(C(=O)N3CCN(c4ccc(F)cc4)CC3)cc2c1C	30*	6	-0.3	2	3	9	-3.0	0	1.2	28

Compound profiles (already shown):
O=C(Nc1nnc(-c2ccco2)o1)c1cccc(N2C(=O)CCC2=O)c1 across the screens: Mtb FBA inh: -2; VHR inh abs: 4; FadD28 binding: -4.1; BoNT F protease: -3; Rv3671c protease: -5; GDH-TPI counter: 22; Mtb BioA inh: 2.6; MazF activator: 1; Mtb UGM inh: 2.7; CCHF vOTU inh: -11
CCOc1ccc(C2/C(=C(\O)c3ccc4c(c3)OCCO4)C(=O)C(=O)N2CCCn2ccnc2)cc1OC (configuration not stated) across the screens: Mtb FBA inh: 1; VHR inh abs: 21; FadD28 binding: -0.4; BoNT F protease: 1; Rv3671c protease: 1; GDH-TPI counter: 8; Mtb BioA inh: -1.2; MazF activator: 13; Mtb UGM inh: -0.5; CCHF vOTU inh: 3
